Source: PubChem BioAssay
p53ts 39C tox: qHTS Screen for Compounds that Selectively Target Cancer Cells with p53 Mutations: Cytotoxicity of p53ts Cells at the Nonpermissive Temperature | H1299-p53A138V viability at 39C, ATP luminescence, 24 h | Potency, µM (top dose mostly 46.1 µM), inactives show at the highest dose activity change, negative = cell killing, usual class: cytotoxic | 130,000 tested, 1.5% active; also: nearly all actives have a fitted effect of over 55% in size
IkB signaling: IkB Signaling; Potency, µM (titrated, usually from 57.1 µM), without a hit: at the top dose IkBa stabilization activation; 110,000 tested, 0.04% active; ABC-DLBCL IkBa-CBG/CBR dual luciferase ratio, 4 h; response scale: scaled: untreated 0%, proteasome inhibitor 100%; active = well fitted curve in the direction sought with a large enough effect in the signal ratio, not every such curve was filed as active; inconclusive = small, poorly fitted or top-dose-only effect, or a change in a side signal; the % refers to the signal ratio;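 also: the direction sought is a rising ratio; 0% = basal untreated cells and 100% = reference inhibitor full response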
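In this assay, an IκBα–CBG68 fusion accumulates when IKK-driven degradation is blocked; native CBR normalizes for cell number. OCI-Ly3 cells were treated 4 h with compound and doxycycline, then green and red light read after Chroma-Glo addition.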
Imprint erasure: qHTS Assay for Compounds that Induce Erasure of Genomic Imprints; mouse ES Peg3-LacZ reporter, beta-gal luminescence, 40 h; AID 1948, 2009; 110,000 tested, 0.02% active; Potency, µM (titrated, usually from 60.7 µM), for inactives: at the top dose activity change, positive = activation, hits mostly activators;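 also: 0% = negative control wells on the plate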
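Readout: BetaGlo luminescence (5 min, room temp) for LacZ from the normally silent maternal Peg3 allele in female Peg3LacZ-Neo ES cells. Cells 300/well, 40 h, 37C, 5% CO2. Data normalized per plate to negative controls.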
p53ts 32C kill: qHTS Screen for Compounds that Selectively Target Cancer Cells with p53 Mutations: Cytotoxicity of p53ts Cells at the Permissive Temperature | H1299-p53A138V at 32C, ATP luminescence viability, 24 h | Potency, µM (highest dose often 46.1 µM), without a hit: at the highest dose activity change, negative = cytotoxicity, actives largely listed as cytotoxic | 130,000 tested, 0.93% active;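 also: 0% = DMSO and -100% = full killing by reference compound; nearly all actives have a fitted effect of over 55% in size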
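ATP-content luminescence (ATPlite) read-out after 24 h compound exposure at 32C in H1299-p53A138V cells (600/well). Tested up to 46 uM. Normalized to DMSO (0%) and 100 uM tamoxifen (100% killing); Hill-fit AC50.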
An asterisk follows results filed as active; ? = inconclusive; . = not tested or not shown; & = joins results of further samples; [ ] = remark or other dose. Unless noted, calls follow the shape of the dose curve; as a rule, active = well fitted curve in the direction sought with a large enough effect; inconclusive = small, poorly fitted or top-dose-only effect, or another doubt; inactive = no such curve, though single readings can be large; an effect the other way counts as inactive or inconclusive. Unless noted, % is scaled to controls: 0 for no effect and ±100 for the full control effect; potency is read from the fitted curve at half-maximal effect.

SMILES	p53ts 39C tox	IkB signaling	Imprint erasure	p53ts 32C kill
CN(C)CCNC(=O)C(=O)NCC(c1cccnc1)N1CCN(c2ccc(F)cc2)CC1 (stereo unspecified)	-20.1%	0.2%	-10.0%[10.9 µM]	3.3%
CCCC(=O)Nc1nc2ccc3nc(C)sc3c2s1	-5.2%	-0.5%	-6.2%	-4.5%
Cc1ccc(OCCSc2nc3ccccc3n2CC(=O)NC(C)C)cc1	7.1%	2.6%	-2.8%[10.9 µM]	7.5%
COc1cccc(-c2nc(NC3CC3)c3ccccc3n2)c1	-14.7%	-0.7%[11.4 µM]	-9.6%	?
COc1ccc(OC)c(NC(=O)CNC(=O)Cn2cnc3ccccc3c2=O)c1	11.0%	-1.4%	-6.2%	3.5%
CCOc1ccc(NC(=O)CN2CCC(NC(=O)C3CCCCC3)CC2)cc1	-9.5%	1.2%	-5.4%	17.5%
CCc1ccc(NC(=O)Cn2c(=O)c3cccn3c3ccccc32)cc1	?	?	-8.0%[10.9 µM]	18.1%
C1=CC2c3ccccc3NC(c3ccncc3)C2C1 (stereo unspecified)	-1.7%	?	-2.0%	-2.1%
CCOC(=O)c1ccc2c(c1)N(Cc1cc(C)ccc1C)C(=O)c1ccccc1S2(=O)=O	-15.4%	-1.1%	-8.4%[10.9 µM]	13.2%
COC(=O)c1ccc(C2c3c(-c4ccccc4O)n[nH]c3C(=O)N2Cc2ccncc2)cc1 (stereo unspecified)	-3.3%	?	-2.1%[10.9 µM]	2.2%
COc1cc(NC(=O)C2CCCN(S(=O)(=O)c3ccc4c(c3)CCCC(=O)N4)C2)cc(OC)c1 (stereo unspecified)	16.2%	?	-2.8%[10.9 µM]	-2.1%
CCc1ccccc1Nc1cc(C(=O)NC2CCC(C)CC2)c2ccccc2n1 (stereo unspecified)	?	-3.9%	-15.0%[10.9 µM]	?
CCCCn1c(NC(=O)c2ccccc2)nc2ccccc21	-8.2%	?	-8.7%	37.7%[activator]
O=C1CSC(=S)N1Cc1cccnc1	?	?	-37.6%[inhibitor]	49.5%[activator]
COC(=O)N1CCC[C@@]2(CCN(c3ncccn3)C2)C1	-8.1%	2.2%[11.4 µM]	.	0.9%
Cn1c(=O)c2nc(SCC(=O)Nc3cc(Cl)cc(Cl)c3)n(C)c2n(C)c1=O	-18.2%	1.1%	2.8%[10.9 µM]	-2.9%
O=C(O)[C@@H]1Cc2c([nH]c3ccccc23)[C@@H](CCCCO)N1	8.0%[9.22 µM]	0.7%[11.4 µM]	-10.2%[10.9 µM]	-0.8%[9.22 µM]
O=C(CN1C(=O)CCC1=O)Nc1ccc2c3c(cccc13)CC2	-5.9%	0.7%	-3.9%	-0.5%
CCN(CC)CCCC(C)n1c(-c2ccccc2)nc2c(N3CCOCC3)nc(C)nc21 (stereo unspecified)	-17.9%	.	-6.8%	-9.8%
Cc1ccc(OC(=O)CCC(=O)Nc2ccc(S(=O)(=O)Nc3cc(C)on3)cc2)cc1	8.3%	2.2%	-1.3%	3.0%
Cc1ccccc1Nc1c(-c2ccc(Cl)s2)nc2c(C)cccn12	4.6%	-1.3%	7.9%[10.9 µM]	4.8%
COC(=O)NCC(c1cccnc1)N1CCN(c2ccccc2)CC1 (stereo unspecified)	34.3%[activator]	3.6%	-19.1%	-7.5%
Cc1ccc(NS(=O)(=O)c2cc(C(=O)N3CCOCC3)ccc2C)cc1	9.8%	1.1%	9.7%	-2.4%
Cc1ccc(Cn2c(=O)n(CCc3ccc(Cl)cc3)c(=O)c3ccccc32)cc1	-26.1%	-0.9%	-4.0%[10.9 µM]	8.0%
CC1CCCCN1C(=O)c1ccc2c(c1)N(Cc1ccc(Cl)cc1)C(=O)c1ccccc1S2=O (stereo unspecified)	?	?	13.4%[10.9 µM]	20.5%
COc1ccc(-c2cc3c(=O)n(CC(=O)Nc4cc(F)ccc4F)ccn3n2)cc1OC	-19.7%	1.2%	2.9%[10.9 µM]	-2.7%
CCCNC(=O)C(=O)Nc1ccc(N(C)C)cc1	9.8%	.	.	-7.8%
CCCc1cnc2c(c1SCc1cccc(C)c1)c(=O)n(C)c(=O)n2C	23.3%	?	-11.2%[10.9 µM]	-5.3%
COc1cccc2sc(Nc3nc(C)c(C(C)=O)s3)nc12	-14.3%	?	-23.8%	-28.8%
C[C@H]1COC(=O)[C@H]2CCCN2C(=O)[C@@H](C)COC(=O)[C@H]2CCCN2C1=O	9.9%[9.22 µM]	.	.	-5.5%[9.22 µM]
O=C(NC1CCCC1)c1ccc(CSc2nc3ccncc3n2Cc2ccc(F)cc2)cc1	-11.5%	?	-8.8%[10.9 µM]	3.4%
Cc1nc2ccccc2c2oc(C(=O)Nc3ccc4c(c3)OCCO4)cc12	6.2%	8.6%	-23.6%	-12.3%
CC(=O)C1=C(O)C(=O)N(CCN(C)C)C1c1ccc(Cl)cc1 (stereo unspecified)	15.9%	0.5%	1.3%	2.5%
CC1CCCN(S(=O)(=O)c2ccc3c(c2)CCN3C(=O)C2CCC2)C1 (stereo unspecified)	-12.0%	-1.3%	-7.0%	-11.4%
Cc1cc2oc(C(=O)Nc3ccc(S(N)(=O)=O)cc3)cc(=O)c2cc1C	8.4%	-1.8%	3.3%[10.9 µM]	2.7%
COc1ccc(NC(=O)C2CCN(S(=O)(=O)c3ccc4c(c3)CCCC(=O)N4)CC2)cc1OC	14.3%	-1.8%	-9.4%[10.9 µM]	-1.9%
CC(CNC(=O)c1cc(-c2ccccc2)n[nH]1)c1ccccc1 (stereo unspecified)	-27.1%	?	6.4%[10.9 µM]	-0.3%
CCOC(=O)c1nc(Nc2ccccc2OC)c2ccccc2n1	14.8%	-4.2%	-9.6%[10.9 µM]	0.5%
Cc1cc(C)n(S(=O)(=O)c2ccc(C)c(C)c2C)n1	13.3%	4.7%	-18.4%	4.0%
COc1ccc(NC(=O)CCc2nc3c(C)nn(-c4ccc(C)cc4)c3n(C)c2=O)cc1	-14.4%	?	-9.0%[10.9 µM]	0.9%
CCOc1ccccc1NC(=O)N1CCCC1C(=O)Nc1ccc(-n2cnnn2)c(C)c1 (stereo unspecified)	-6.5%	6.9%	11.4%	-2.5%
CCCCc1nn2c(=O)cc(COC(=O)c3cccc(NC(=O)c4cccc(C)c4)c3)nc2s1	-18.3%	?	-5.2%[10.9 µM]	3.5%
Cc1cc(C)c2nc3c(c([C@H](O)[C@@H]4CCCCN4)c2c1)CC/C3=C/c1ccc(Cl)cc1	0.8%[9.22 µM]	0.3%[11.4 µM]	.	8.9%[9.22 µM]
CCc1ccc(CNC(=O)c2ccc3c(c2)c(C)c(C)n3Cc2ccccc2)cc1	-13.5%	-0.1%	-6.7%[10.9 µM]	11.1%
CCc1ccc(S(=O)(=O)c2nnn3c2nc(NCCc2ccccc2)c2sccc23)cc1	?	?	-15.0%[10.9 µM]	11.4%
CCOC(=O)c1ccc(NC(=O)CSc2nc3c(c(=O)n2C)SC(C)C3)cc1 (stereo unspecified)	12.6µM*	-0.6%	-17.5%	7.94µM*
CC(C)NC(=O)c1ccccc1-c1nc(-c2ccccc2Cl)no1	-11.5%	-2.0%	-12.9%	-18.5%
CCOC(=O)N1CCN(Cc2nc3cc(NC(=O)c4ccccc4OC)ccc3n2C(C)C)CC1	?	-0.9%	-28.1%[10.9 µM]	?
CCOC(=O)N1CCc2c(sc3c2c(=O)n(-c2ccc(CC)cc2)c(=O)n3Cc2cc(C)ccc2C)C1	7.9%	0.7%	-13.1%[10.9 µM]	-15.6%
CC1CCCN(C(=O)Cn2c(=O)n(CC3CCC(C(=O)NC(C)C)CC3)c(=O)c3sccc32)C1 (stereo unspecified)	7.4%	6.1%	-15.2%[10.9 µM]	4.1%
Cc1ccc(Cl)cc1NC(=O)Cn1c(=O)n(CCCS(=O)(=O)C2CCCCC2)c(=O)c2ccccc21	-21.4%	3.4%	?	6.6%
CCCCc1nc2ccccc2c(NC(=O)CN2CCN(C)CC2)c1CCC	-16.2%	-0.2%	-4.1%	-7.7%
CCOC(=O)N1CCC(NC(=O)C(NC(=O)C2CCCCC2)C(C)C)CC1 (stereo unspecified)	5.5%	-0.7%	-0.1%	-5.2%
O=C(CNS(=O)(=O)c1ccc(Br)s1)NCC1COc2ccccc2O1 (stereo unspecified)	-13.8%	?	-22.7%	-17.8%
N#CCCn1nc(-c2ccccc2)cc1-n1c(C(F)(F)F)nc2ccccc21	-11.0%	1.1%	-9.5%	-3.3%
FC(F)(F)c1nc2nncn2c2c1CCCCC2	-6.3%	1.5%	-1.6%	0.6%
CC(=O)N(CN1C(=O)c2ccccc2C1=O)c1ccccc1	9.7%	?	-5.9%	-6.4%
O=C(O)c1cscn1	0.5%	-0.2%	-1.7%	-7.6%
COc1ccc(OC)c2sc(N3CCCCC3)nc12	?	1.2%	-9.5%	-25.7%
COc1ccc(NC(=O)C2=C(C)Nc3nc(SCc4ccccc4)nn3C2c2cc(OC)ccc2OC)cc1 (stereo unspecified)	?	1.1%	-8.0%[10.9 µM]	-4.5%

A different layout for some results above:
> CCCCc1nn2c(=O)cc(COC(=O)c3cccc(NC(=O)c4cccc(C)c4)c3)nc2s1
  p53ts 39C tox: -18.3%
  IkB signaling: ?
  Imprint erasure: -5.2%[10.9 µM]
  p53ts 32C kill: 3.5%
> FC(F)(F)c1nc2nncn2c2c1CCCCC2
  p53ts 39C tox: -6.3%
  IkB signaling: 1.5%
  Imprint erasure: -1.6%
  p53ts 32C kill: 0.6%
> CCOC(=O)N1CCN(Cc2nc3cc(NC(=O)c4ccccc4OC)ccc3n2C(C)C)CC1
  p53ts 39C tox: ?
  IkB signaling: -0.9%
  Imprint erasure: -28.1%[10.9 µM]
  p53ts 32C kill: ?
> CC1CCCN(C(=O)Cn2c(=O)n(CC3CCC(C(=O)NC(C)C)CC3)c(=O)c3sccc32)C1 (stereo unspecified)
  p53ts 39C tox: 7.4%
  IkB signaling: 6.1%
  Imprint erasure: -15.2%[10.9 µM]
  p53ts 32C kill: 4.1%

The results go on.
SMILES	p53ts 39C tox	IkB signaling	Imprint erasure	p53ts 32C kill
CCOC(=O)c1ccc(N2C(=O)C3C(C2=O)C(C(=O)c2ccc(Cl)cc2)N2CCCC32)cc1 (stereo unspecified)	1.4%	?	-33.8%[inhibitor]	6.0%
Cc1ccc(N2CC(C(=O)NCCS(=O)(=O)N3CCN(c4ccccc4F)CC3)CC2=O)cc1 (stereo unspecified)	-4.5%	1.2%	15.7%[10.9 µM]	10.2%
CCN(CC)C(=O)C(C)OC(=O)COc1ccc(Cl)cc1C (stereo unspecified)	-2.1%	12.0%	.	11.8%
CC(C)OC(=O)NCCOC(=O)Nc1ccc(Cl)c(Cl)c1	-21.0%	.	.	-23.3%
CC(=O)c1ccccc1OCCCN1CCCCC1	-5.9%	-0.2%	-14.2%	-8.5%
Cc1[nH]c(=O)[nH]c(=O)c1S(=O)(=O)N1CCN(c2cccc(Cl)c2)CC1	2.3%&-10.6%	1.2%&-0.7%	-6.2%	9.7%&9.3%
COc1ccccc1NC(=O)CSC1=Nc2ccccc2C2=NC(CC(=O)NCc3cccs3)C(=O)N12 (stereo unspecified)	-25.4%	0.2%	7.6%[10.9 µM]	-5.6%
COC(=O)N1CCC2(CC1)CN(c1ccccc1)C2	-14.2%	2.8%[11.4 µM]	.	-7.4%
COC(=O)C(C)Sc1nnc(Cc2cc(=O)[nH]c(=O)[nH]2)n1-c1cccc(OC)c1 (stereo unspecified)	-13.8%	-0.7%	-8.7%	1.0%
COc1cc([C@H]2[C@@H]3CCCC[C@]3(O)CCN2Cc2ccccc2F)ccc1O	5.9%	6.7%	-9.9%	-1.9%
CN(C)Cc1c(O)ccc2occ(C(=O)c3ccccc3)c12	4.7%	7.2%	-11.9%	-1.5%
COc1ccc(-n2c3c(cc(-c4nc(-c5ccc(Cl)cc5)cs4)c2=O)C(=O)CC(C)(C)C3)cc1	-11.1%	2.8%	-3.2%[10.9 µM]	16.6%
O=c1c2c(n3nnnc3n1Cc1ccccc1)-c1ccccc1CC21CCCC1	9.4%	0.8%	6.6%	-5.2%
CCC(=O)N[C@@H]1Cc2ccccc2[C@@H](c2ccccc2)C1	3.3%	0.6%	-10.1%	20.6%
